# Screens as filed in PubChem BioAssay.
# PglD inh – blocks C. jejuni PglD acetyltransferase activity | purified PglD enzyme, DTNB colorimetric CoA detection | inhibition, % at 12.5 µM | 360,000 tested, 0.098% active; in the data active means inhibition above about 16%, passing the limit was not always enough; further: strong numbers were not always called active
# GSIS activator – primary screen for activators of insulin secretion dependent on glucose, INS-1E cells, GLuc reporter luminescence; INS-1E GLuc reporter insulin secretion, 2-3 h; activation, % at 16.6 µM; 370,000 tested, 0.61% active; AID 743287;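 active means lowest replicate activation of at least 40%, so every replicate reaches that level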;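 further: 0% = median of neutral control wells and 100% = median of IBMX positive control wells; some compounds called inactive have numbers as strong as hits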
# PGC1a acetyl inh – PGC1a acetylation modulation, inhibitor mode | 350,000 tested, 0.17% active | inhibition, % at 15.6 µM | U2OS PGC1a acetylation, AlphaScreen anti-acetyl-lysine; with virally co-expressed GCN5 acetyltransferase;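 active means every replicate shows inhibition of at least 40%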;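 further: 0% = neutral control wells and 100% = positive control wells; some results beyond the cut were filed as inactive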
# Cneo AK release – causes C. neoformans cell lysis; adenylate kinase release luminescence, 4 h; normalised: neutral wells 0, clomiphene wells 100; lysis activity, % at 15 µM; 360,000 tested, 0.2% active; AID 651654;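 active means mean lysis activity across replicates of at least 80%, whatever share of replicates individually reach that level; inactive means mean lysis activity below 80%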
#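 Test system: log-phase Cryptococcus neoformans yeast cells; Quantity: yeast cell density of 5 × 10^6 cells/mL; Buffer or medium: YPD; Doses: single compound concentration per well; Timing: 4 h at 37 °C static, read 1 h later; Measured by: AK luminescence; Read-out basis: lysis from increased AK signal; Control set: Clomiphene as positive control.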
# PAX8 inh HTS – inhibitors of PAX8 transcriptional activity in RMG-I cells. RMG-I TPO-luciferase reporter, SteadyGlo, 24 h. 360,000 tested, 1.2% active. inhibition, % at 12.6 µM;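 active means mean replicate inhibition at least 60% with every replicate also reaching 60%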;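 further: luciferase light reporting Pax8 driven TPO promoter activity; plate controls were median of neutral control wells for no effect and mitoxantrone controls for full effect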
# C2C12 statin – protects C2C12 myotubes from simvastatin toxicity. ATP luminescence, 48 h; scaled: DMSO 0, geranylgeraniol control 100. rescue of ATP level, % at 7.49 µM. 330,000 tested, 0.78% active;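 active means mean ATP rescue above about 67%, or every replicate alone reaching that limit, limit read from the data, passing the limit was not always enough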;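 further: myotubes were challenged with 10 µM simvastatin during compound exposure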
# ARNT TACC3 PPI – disruptors of human ARNT/TACC3 interaction | Q9Y6A5 | AlphaScreen His-ARNT PAS-B/GST-TACC3 binding, luminescence; TACC3 fragment carries E629A point mutation | inhibition, % at 9.99 µM | 390,000 tested, 0.66% active | AID 623870;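 active means mean inhibition of replicates at least 50% and at least half of replicates each reaching 50%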;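 further: 0% = complete ARNT plus TACC3 wells and 100% = ARNT alone without TACC3; many hits fall short of the cut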
# LGR2 inh – Drosophila LGR2 receptor signaling inhibition | HEK293 LGR2, CRE-luciferase, bursicon-stimulated, 4 h | inhibition, % at 9.99 µM | 380,000 tested, 0.35% active | AID 720647;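 active means drop in luminescence signal, shown as inhibition above about 50% in the replicate tests, limit read from the data, passing the limit was not always enough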;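 further: agonist challenge used bursicon conditioned medium at about half maximal strength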
# Starred values were filed as active, the others as inactive; · = not tested or not shown.
SMILES,PglD inh,GSIS activator,PGC1a acetyl inh,Cneo AK release,PAX8 inh HTS,C2C12 statin,ARNT TACC3 PPI,LGR2 inh
COc1cc2cc(C(=O)N3CCC(Cc4ccccc4)CC3)[nH]c2cc1OC,9,-5,-29,1,4,11,11,4
O=c1c(CN2CCN(c3ccccn3)CC2)coc2ccccc12,·,6,·,·,-6,·,1,-1
CC(C)CC#Cc1ccc2c(c1)O[C@H](CN(C)Cc1cccc(F)c1)[C@@H](C)CN([C@H](C)CO)S2(=O)=O,-6,9,1,-1,·,·,-2,-1
COc1ccccc1OCCCOc1ccc([N+](=O)[O-])cc1Cl,2,·,-22,-5,·,14,-7,·
CCN(CC(=O)Nc1c(F)cccc1F)C(=O)c1ccc(C#N)cc1,2,-7,13,0,9,2,-8,-10
Cc1nn(-c2nc3ccccc3[nH]2)c(=O)c2ccccc12,·,17,-9,·,105*,-153,11,103*
COc1ccc(OC)c(N(CC(=O)NCCSCc2ccc(C)cc2)S(C)(=O)=O)c1,2,-17,9,-2,-7,8,-8,-1
OCCNCc1cc(Br)ccc1OCc1ccc(Cl)cc1,5,·,5,1,·,9,-6,·
O=C(NCCN1CCCCC1)/C(=C/c1ccco1)NC(=O)c1ccccc1,2,6,24,10,4,1,37,-6
COC(=O)c1c(C)n(-c2ccccc2)c2ccc(O)cc12,-4,·,-4,3,·,-6,-3,·
CC1=NN(c2ccccc2)C(=O)C1C=Nc1ccccc1O (configuration not stated),·,-11,6,·,20,21,33,3
COCCn1c(SCC(=O)NCC(c2ccccc2)N(C)C)nc2sc3c(c2c1=O)CCC3 (configuration not stated),2,-36,·,0,16,-5,·,-8
CCc1ccc(C(C(=O)NC(C)(C)CC)N(Cc2ccco2)C(=O)Cn2nnc3ccccc32)cc1 (configuration not stated),-5,·,-10,2,25,·,-2,·
COc1ccc(S(=O)(=O)N(C)C[C@@H]2Oc3ccc(N(C)C)cc3CC(=O)N([C@@H](C)CO)C[C@@H]2C)cc1,7,2,-6,-2,-6,-27,-2,19
Cc1ccc(/C=C/C(=O)O)cc1S(=O)(=O)N1CCc2ccccc2C1,·,0,-16,·,-10,4,-12,-2
C#CCOCCOCCOCCNc1nc(N2CCN(C(=O)[C@H](CCCN=C(N)N)n3cc(C(N)[C@@H](C)CC)nn3)CC2)nc(N2CCN(C(=O)[C@H](CCC(=O)O)n3cc([C@@H](N)[C@H](C)CC)nn3)CC2)n1 (some centres not stated),1,·,4,6,14,6,9,10
O=C(CSc1nnc(NC(=O)c2c(F)cccc2F)s1)NCc1ccc(F)cc1,0,14,·,0,-26,·,-5,-30
O=C(CCN1CCCC1)Nc1cccc(Br)c1,-3,·,2,-1,·,·,2,·
Cc1ccc(S(=O)(=O)NN=Cc2c(O)ccc3ccccc23)cc1,-1,·,4,0,10,15,·,-10
COc1ccc(CNC(=O)c2cn(Cc3ccccc3OC)c(=O)s2)cc1,2,1,·,-1,-2,8,·,-8
COc1ccc(-c2nnc(SCc3cc(C)ccc3C)n2N)cc1,-1,-13,·,2,·,-3,-4,-2
O=C(CC1SC(N2CCCCC2)=NC1=O)Nc1cccc(C(=O)NCc2ccc(F)cc2)c1 (configuration not stated),2,-18,-3,-1,7,13,-3,-10
OCC[C@@H]1C[C@H](O)[C@@H](O)[C@]2(Cc3ccccc3O2)O1,6,·,5,2,·,-2,-7,·
CC(C)(C)OC(=O)N1CCCC(C(=O)Nc2cccc(C(=O)N3CCCCC3)c2)C1 (configuration not stated),0,-5,3,3,11,6,-9,-8
Cc1ccc(OCC(=O)N2CCN(S(=O)(=O)c3ccc(Cl)s3)CC2)cc1C,·,10,-3,·,-13,2,·,5

# 5 compounds picked at random from the list so far:
SMILES,PglD inh,GSIS activator,PGC1a acetyl inh,Cneo AK release,PAX8 inh HTS,C2C12 statin,ARNT TACC3 PPI,LGR2 inh
C#CCOCCOCCOCCNc1nc(N2CCN(C(=O)[C@H](CCCN=C(N)N)n3cc(C(N)[C@@H](C)CC)nn3)CC2)nc(N2CCN(C(=O)[C@H](CCC(=O)O)n3cc([C@@H](N)[C@H](C)CC)nn3)CC2)n1 (some centres not stated),1,·,4,6,14,6,9,10
COc1ccc(OC)c(N(CC(=O)NCCSCc2ccc(C)cc2)S(C)(=O)=O)c1,2,-17,9,-2,-7,8,-8,-1
COc1ccccc1OCCCOc1ccc([N+](=O)[O-])cc1Cl,2,·,-22,-5,·,14,-7,·
CC(C)(C)OC(=O)N1CCCC(C(=O)Nc2cccc(C(=O)N3CCCCC3)c2)C1 (configuration not stated),0,-5,3,3,11,6,-9,-8
O=C(CC1SC(N2CCCCC2)=NC1=O)Nc1cccc(C(=O)NCc2ccc(F)cc2)c1 (configuration not stated),2,-18,-3,-1,7,13,-3,-10

# Other entries follow.
SMILES,PglD inh,GSIS activator,PGC1a acetyl inh,Cneo AK release,PAX8 inh HTS,C2C12 statin,ARNT TACC3 PPI,LGR2 inh
C[C@@H]1CN([C@H](C)CO)C(=O)Cc2cc(NC(=O)NC3CCCCC3)ccc2O[C@@H]1CN(C)CC1CC1,-9,3,-1,1,·,11,-10,18
CSc1ccccc1OCc1cc(C(=O)N(Cc2nccn2C)C(C)C)no1,5,11,·,-3,-9,5,-1,30
Cc1ccc(NC(=O)CN2CCCC2)cc1Br,7,5,-1,2,-30,1,-3,-15
CC1=CCC(C(=O)N/N=C/c2cccs2)C(c2ccc(F)cc2)C1 (configuration not stated),0,-20,-4,1,·,23,-1,20
CCCCNc1c(-c2ccc(OC)c(SC3CCCCC3)c2)nc2ccc(Cl)cn12,1,-11,7,3,6,2,-20,4
N#C[C@H]1[C@@H](c2ccc(-c3cccnc3)cc2)[C@@H](CO)N1C(=O)C1CCOCC1,-4,-1,13,0,-5,-11,11,-25
CN(CC(=O)O)c1ccc(S(=O)(=O)N2CCOCC2)cc1[N+](=O)[O-],·,21,2,·,3,·,0,15
Clc1ccc(OCCCCN2CCCCC2)cc1,-4,·,5,-1,·,-6,-15,·
Fc1ccc(-n2[nH]nnc2=S)cc1N1CCCC1,·,-5,0,·,·,11,-1,-29
O=C(c1ccco1)N1CCN(C2CC(=O)N(c3ccc(C(F)(F)F)cc3)C2=O)CC1 (configuration not stated),-4,-11,-5,5,0,2,-11,7
CCc1ccc(NC(=O)NNC(=O)c2ccc3ccccc3c2O)cc1,0,-9,·,-1,-5,3,-4,4
O=C(Nc1cc(=O)[nH]c2ncnn12)c1ccccc1,3,-37,-4,-1,·,-2,21,1
COc1ccccc1C(=O)NCCCNc1nc2cc(C)cc(C)c2cc1C#N,-1,1,-2,0,11,-13,·,-9
Fc1ccc(-c2cc3nc(-c4ccccc4)cc(N4CCOCC4)n3n2)cc1,-3,-22,16,1,·,-11,1,-4
CC1CCN(C(=O)CC#N)CC1,·,11,·,·,12,·,-4,0
Cc1ccccc1-n1nc(-c2ccc(N)cc2)cc1N,0,·,2,2,·,-2,-1,·
C[C@@H]1CCCCO[C@H](CN(C)C(=O)C2CCCCC2)[C@H](C)CN([C@H](C)CO)C(=O)c2cc(NS(=O)(=O)c3ccc(F)cc3)ccc2O1,-2,-43,-5,36,-9,·,-6,17
COc1ccccc1NS(=O)(=O)c1ccc(NC(=O)c2ccncc2)cc1,·,-4,15,·,26,·,1,-5
Cc1ccccc1-c1cc2nc(NCc3ccccc3)n(C)c(=O)c2s1,2,-20,1,-6,25,3,·,-13
CC(C)[C@H](N)c1nnc(SCc2ccc(Cl)cc2)o1,3,·,17,0,11,4,-8,·
COc1ccc(-n2c(-c3ccc(Br)cc3)c[n+]3c2CCCCC3)cc1,2,-35,-15,-3,84*,·,·,11
CCCCN(C(=O)CSc1nnnn1C)C1CCS(=O)(=O)C1 (configuration not stated),3,8,·,1,1,3,1,-2
COc1cc(-c2coc3c(C(=O)NCc4cccc(Cl)c4)cccc23)ccc1O,-6,-9,·,0,8,22,·,-21
c1ccc(-c2csc(NC3CCCCC3)n2)cc1,-1,·,·,-3,-189,-6,-3,-84
Cc1cccc(C(C(C(=O)c2ccccc2)N2CCOCC2)N2CCOCC2)c1 (configuration not stated),-6,-25,11,6,-5,1,-6,-57
# The list continues:
SMILES,PglD inh,GSIS activator,PGC1a acetyl inh,Cneo AK release,PAX8 inh HTS,C2C12 statin,ARNT TACC3 PPI,LGR2 inh
O=C(Nc1ccc(N2CCCCC2)cc1)C1CCCN1S(=O)(=O)c1ccc(F)cc1 (configuration not stated),0,-25,15,-5,-5,-1,-26,-6
CCc1nc2c(oc3ccccc32)c(=O)[nH]1,4,·,1,0,·,-4,·,·
Cn1nc(-c2ccccc2)c(C#N)c1Sc1cccc(Cl)c1,2,6,·,-2,·,2,-1,4
Cc1csc(Sc2ccc(C(=O)OCC(=O)Nc3ccc(OC(F)(F)F)cc3)cc2[N+](=O)[O-])n1,-7,2,19,4,24,-1,8,6
CCN(CC)S(=O)(=O)c1ccc(N2CCCCC2)c(NC(=O)C2CSC3(C)CCC(=O)N23)c1 (configuration not stated),2,-8,-7,-2,-13,-13,·,-4
C[C@H]1CN([C@@H](C)CO)C(=O)c2cccc(NC(=O)c3ccncc3)c2O[C@@H]1CN(C)CC1CC1,-1,27,14,-4,-12,3,-6,18
Nc1ccc(C(=O)CC(=O)Nc2ccc(Cl)cc2)cc1,4,-3,8,0,-10,6,-6,6
CC1(C(=O)Nc2ccc3c(c2)OCO3)Cc2c(-c3cccc(C(N)=O)c3)ccnc2O1 (configuration not stated),-2,-24,-5,-1,36,-14,·,-32
CC(C)Cc1nnc(NC(=O)CCC(=O)NC2CCCCCCC2)s1,-1,-6,-14,1,1,-4,-3,6
CN(C)CCCNc1cc(-c2ccccc2)nc2cc(-c3cccc(F)c3)nn12,-7,26,-57,6,8,-45,-9,1
CCON1C(=O)C(C)(C)N(OCC)C(=O)C1(C)C,·,12,·,·,11,·,26,-9
COCCCNC(=O)C1CCN(C(=O)Nc2ccc(Cl)cc2)CC1,-1,·,3,-2,·,4,-7,·
CCOC(=O)c1cc2c(=O)n3ccccc3nc2n(C(C)C)c1=NC(=O)c1ccco1,·,15,·,·,4,·,-3,-5
COc1ccc(N/C=C2\C(=O)c3c(sc(C)c3C)N(C)S2(=O)=O)cc1,12,16,8,4,-6,-15,7,0
CN1C(=O)c2cc(NC(=O)NC3CCCC3)ccc2OC[C@@H]2O[C@H](CC(=O)NC3CCC3)CC[C@H]21,2,-9,4,0,-1,-15,-7,-14
CCC(C)NC(=O)C(Cc1ccccc1)NS(=O)(=O)c1ccc2c(c1)oc(=O)n2C (configuration not stated),0,5,-6,-2,-13,-1,-10,-4
COc1ccc(NC(=O)c2ccccc2Sc2ccc(NC(C)=O)nc2)cc1,-2,6,-5,0,14,-12,1,30
CC(=O)N(Cc1ccccn1)Cc1ccco1,·,3,7,·,-2,·,-2,-9
Cc1cc(C)cc(-n2ncc3c2CCCC3NC(=O)c2ccccc2)c1 (configuration not stated),1,-10,6,3,2,-5,·,-8
O=C(CC1CC1)N1CC(=O)N2[C@@H](CO)[C@H](c3ccc(-c4cccnc4)cc3)[C@@H]2C1,·,17,6,·,-13,·,·,-5
C[C@H]1Cn2cnc(C(=O)NCC(=O)OC(C)(C)C)c2C(=O)N1,7,4,·,0,-3,3,·,2
Cc1noc(C)c1NC(=O)Nc1ccc2c(c1)C(=O)N([C@@H](C)CO)C[C@@H](C)[C@H](CN(C)Cc1ccc(Cl)c(Cl)c1)O2,-2,-11,32,2,-1,-7,9,5
CCN(CC(=O)Nc1cccc(Br)c1)Cc1nc2ccccc2c(=O)[nH]1,1,·,15,2,·,-15,-9,·
CCN(CC)S(=O)(=O)c1ccc(C(=O)Nc2ccc3c(c2)OCCO3)cc1,0,4,-8,1,·,-38,3,-14
Cc1ccc(C(=O)Nc2cc(Cl)ccc2-n2cncn2)s1,·,46,·,·,5,7,1,11
